HCV inh – blocks hepatitis C virus. Huh7.5.1 HCVcc-Cre infection, luciferase reporter, 44 h. Potency, µM (series often up to 41.8 µM), for the others: at the highest dose activity change, negative = inhibition, usual class: inhibitors. 3.4% of 340,000 active. AID 651820; further: potency means the concentration at half of the fitted maximal effect; on the % scale 0 is the no-effect control and ±100 the full control effect
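1,000 cells/well; 4 h culture; + compound; + HCVcc-Cre (~0.5 moi); 44 h; luciferase substrate, RT 15 min; read 15 sec.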
Pf growth 96h – P. falciparum growth inhibition at 96 hours | Potency, µM (highest dose often 28.7 µM), inactives show at the highest dose activity change, negative = inhibition, most hits filed as inhibitors | AID 504834 | P. falciparum luciferase reporter growth, 96 h | 6.9% of 320,000 active; further: potency means the concentration at half of the fitted maximal effect; on the % scale 0 is the no-effect control and ±100 the full control effect
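P. falciparum expressing integrated firefly luciferase, in erythrocytes at 2% hematocrit, 0.05% parasitemia, incubated with compounds 96 h at 37 C, 5% CO2. Growth inhibition read as loss of luminescence; two-generation exposure targets delayed-death apicoplast inhibitors.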
CHX counter – affects cycloheximide protein synthesis inhibition readout, counter-screen. cell reporter, cycloheximide protein synthesis inhibition counterscreen. max response, %. 12% of 300,000 active. AID 2314; in the data active means max response mostly above about 13%, no sharp cut-off; inactive means mostly below about 14%; further: read at 38.3 µM for the half of the compounds with a filed dose; 0% is about no effect
LmPK inh – LmPK (Leishmania mexicana) enzyme inhibition. Q27686. purified LmPK, Kinase-Glo ATP luminescence, 1 h. Potency, µM (highest dose often 57.5 µM), for the others: at the top dose activity change, negative = inhibition, actives largely listed as inhibitors. 0.37% of 290,000 active; further: potency means the concentration at half of the fitted maximal effect; on the % scale 0 is the no-effect control and ±100 the full control effect
Target sequence (Q27686 whole entry, looked up): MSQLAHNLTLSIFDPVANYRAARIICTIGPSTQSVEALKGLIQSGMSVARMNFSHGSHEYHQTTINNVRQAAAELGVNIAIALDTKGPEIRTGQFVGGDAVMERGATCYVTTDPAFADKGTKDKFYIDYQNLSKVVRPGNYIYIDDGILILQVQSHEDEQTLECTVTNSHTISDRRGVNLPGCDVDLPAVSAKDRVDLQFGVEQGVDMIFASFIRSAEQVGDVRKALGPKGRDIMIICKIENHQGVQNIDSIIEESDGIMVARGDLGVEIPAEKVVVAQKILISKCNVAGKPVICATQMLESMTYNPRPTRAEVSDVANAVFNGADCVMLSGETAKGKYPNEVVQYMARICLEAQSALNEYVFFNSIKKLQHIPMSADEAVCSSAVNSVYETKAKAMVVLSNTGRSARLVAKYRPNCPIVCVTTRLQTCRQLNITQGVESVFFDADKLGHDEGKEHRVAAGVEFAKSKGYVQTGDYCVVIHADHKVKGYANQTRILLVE
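Kinase-Glo luminescence read after 1 h RT reaction of 0.1 nM LmPK with 0.5 mM PEP and 0.1 mM ADP. Activity scaled between uninhibited and enzyme-free controls.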
Pf growth 48h – inhibits P. falciparum growth in the first generation, 48 h; P. falciparum luciferase growth in erythrocytes, 48 h; Potency, µM (doses to about 28.7 µM), inactives show top-dose activity change, negative = inhibition, most hits filed as inhibitors; 5.9% of 310,000 active; further: potency means the concentration at half of the fitted maximal effect; on the % scale 0 is the no-effect control and ±100 the full control effect
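First compound was added to culture medium, then infected red cells at 0.1% parasitemia and 2% hematocrit (final). After incubation at 37 C under 5% CO2, luciferase detection reagent was dispensed and light output recorded.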
Tb PYK inh – blocks Trypanosoma brucei pyruvate kinase | TbPYK enzyme, Kinase-Glo Plus ATP luminescence, 45 min | Potency, µM (top dose mostly 76.8 µM), for inactives: top-dose activity, negative = inhibition, usual class: inhibitors | 0.12% of 410,000 active | AID 624173; further: potency means the concentration at half of the fitted maximal effect; on the % scale 0 is the no-effect control and ±100 the full control effect; nearly all actives have a fitted effect of over 50% in size
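T. brucei PYK with substrate was exposed to pin-transferred compounds across a concentration series, then started with 130 uM ADP (final). After 45 min at room temperature, Kinase-Glo Plus luminescence was read, normalized and curve-fitted.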
Shiga toxin inh – Shiga toxin inhibition | Vero cells, Shiga toxin protein synthesis inhibition reporter | inhibition, % at 38.7 µM | 9.2% of 290,000 active | AID 2315; in the data active means inhibition mostly above about 28%, no sharp cut-off; inactive means mostly below about 43%; further: 0% is about no effect
Active calls of the source: *; i = inactive; u = inconclusive; x = not tested or not shown; & = joins results of further samples; [ ] = another dose, or the depositor's remark. Unless noted, the call rests on the fitted dose curve; in most records, active means well fitted curve in the direction sought with a large enough effect; inconclusive means small, poorly fitted or top-dose-only effect, or another doubt; inactive means no such curve, though single readings can be large; an effect the other way counts as inactive or inconclusive. Rows are unselected; 24% or so of the library scored in one or more.

Results follow in this order: HCV inh | Pf growth 96h | CHX counter | LmPK inh | Pf growth 48h | Tb PYK inh | Shiga toxin inh
- Cc1cc(C)n2nc(C(=O)OCC(=O)N3CC(C)CC(C)C3)nc2n1 (configuration not stated)
    -9% | 30% | x | x | 31%[activator] | -1% | x
- O=C(COc1ccccc1)N/N=C/c1ccc([N+](=O)[O-])o1
    3% | 10µM* | 11* | -5% | 8.3µM* | -4% | 9
- CCc1ccc(CNC(=O)CCCn2nc(C)n3ccnc3c2=O)cc1
    7% | u | 1 | -5% | 16% | -2% | -6
- Cc1c(Br)c([N+](=O)[O-])nn1CCCC(=O)Nc1c(C)n(C)n(-c2ccccc2)c1=O
    8% | u | 1 | -1% | 24% | 2% | 32
- S=C(NCc1ccccc1)Nc1nccs1
    -17% | 111%[activator] | 11 | -1% | u | -16% | 14
- Cc1occc1-c1nnc(SCC(=O)NC2CCCC2)n1C
    16% | 15% | -2 | 2% | 8% | -2% | -3
- O=S(=O)(/N=C(/Nc1ccc(Cl)cc1Cl)c1ccccc1)c1cccs1
    -12% | u | 16 | 9% | 47%[activator] | 0% | 35
- Cc1ccc(N=C/C(C(=O)C(F)(F)F)=C(\O)c2ccco2)cc1Cl
    u | 41%[activator] | 60* | 0% | 1% | 1% | 106*
- CCCCC(=O)Nc1nc2ccc3nc(C)sc3c2s1
    7.9µM* | 10µM* | 9 | 5% | u | -4% | 16
- O=C(NCCC1=CCCCC1)C1CCN(S(=O)(=O)c2cccc3nonc23)CC1
    5% | 40%[activator] | -3 | 0% | x | 0% | -14
- COc1ccc(N2CC(NC(=O)NCC(C)C)CC2=O)cc1 (configuration not stated)
    7% | 35% | -1 | -4% | 2% | -1% | 8
- COc1ccc(CNC(=O)COC(=O)C2CC3C=CC2C3)cc1 (configuration not stated)
    13% | 0% | 2 | 7% | 23% | 3% | 1
- Cc1ccc(NC(=O)C2CCN(c3cnccn3)CC2)cc1C
    16% | 14% | -1 | 0% | -13% | 2% | -11
- N#CCCN1CCN(C(=O)c2c(N)no[n+]2[O-])CC1
    5% | u | -1 | 2% | 5% | 2% | -3
- CCOC(=O)Nc1sc2c(c1C(N)=O)CCC(C)C2 (configuration not stated)
    -12% | -28% | 1 | -1% | 43%[activator] | -2% | -2
- CS(=O)(=O)N(CCc1ccccc1)CC(=O)N1CCCCC1
    16% | x | -3 | -1% | -1% | 0% | -9
- O=C(O)c1ccc(/C=N/N2CCN(Cc3ccccc3)CC2)cc1
    -2% | -14% | 0 | -6% | -2% | 4% | -1
- Fc1ccc(C2=Nn3c(nnc3-c3ccco3)SC2)cc1
    7% | 16% | -2 | 7% | -1% | -7% | 1
- O=C(Nc1cc2c(cc1Cl)OCCCO2)c1ccco1
    u | 232%[activator] | 80* | -1% | 228%[activator] | 2% | 105*
- Cc1cc(C)c(S(=O)(=O)Nc2ccccc2-c2ccccc2)c(C)c1
    u | 164%[activator] | 8 | -1% | u | -4% | 12

Record cards (already shown).
`O=C(O)c1ccc(/C=N/N2CCN(Cc3ccccc3)CC2)cc1` across the screens: HCV inh: -2%; Pf growth 96h: -14%; CHX counter: 0; LmPK inh: -6%; Pf growth 48h: -2%; Tb PYK inh: 4%; Shiga toxin inh: -1
`Cc1ccc(NC(=O)C2CCN(c3cnccn3)CC2)cc1C` across the screens: HCV inh: 16%; Pf growth 96h: 14%; CHX counter: -1; LmPK inh: 0%; Pf growth 48h: -13%; Tb PYK inh: 2%; Shiga toxin inh: -11

The list goes on:
Results follow in this order: HCV inh | Pf growth 96h | CHX counter | LmPK inh | Pf growth 48h | Tb PYK inh | Shiga toxin inh
- COc1ccc(Cl)cc1NC(=O)C12CCC(C)(C(=O)O1)C2(C)C (configuration not stated)
    -16% | -3% | -3 | 4% | 3% | 3% | -4
- Cc1onc(-c2ccccc2Cl)c1C(=O)NCc1ccccc1F
    6% | 0% | 0 | 2% | 0% | 1% | -9
- O=C(NCc1ccc(N2CCCC2=O)cc1)Nc1cccc(Cl)c1
    u | -18% | 3 | 8% | -2% | 6% | -11
- O=C1CCN(C(=O)Cc2ccccc2[N+](=O)[O-])CC1
    3% | -17% | 1 | 0% | -4% | 6% | -9
- Cc1nc2sc(C(c3cccc(F)c3)N3CCCCC3)c(O)n2n1 (configuration not stated)
    -4% | u | -3 | 0% | -18% | -1% | -5
- O=C(O)c1ccccc1-n1cnnn1
    8% | 1% | 1 | -1% | 1% | 0% | 5
- CCCCCCCNC(=O)C1(CC2CC(c3ccc(Cl)cc3)=NO2)CCN(C(=O)CCCCCBr)CC1 (configuration not stated)
    -3% | 12µM* | -2 | 7% | 32%[activator] | 0% | 11
- CN(C(=O)CSc1nnc(-c2ccccc2)c(-c2ccccc2)n1)C1CCS(=O)(=O)C1 (configuration not stated)
    -7% | 2% | -1 | 0% | -8% | 1% | -2
- O=C1NC(=S)NC(=O)C12C(c1ccc(F)cc1)NC(=S)NC2c1ccc(F)cc1 (configuration not stated)
    2% | 22% | -5 | 12% | -13% | -30% | -15
- O=C(NC1CCCN(CCc2ccccc2)C1)c1c[nH]c2ccccc12 (configuration not stated)
    -5% | u | -3 | -5% | u | -6% | -1
- CCC1=NN(C(=O)c2cccc([N+](=O)[O-])c2)C(O)(c2ccc(C)cc2)C1 (configuration not stated)
    -9% | -24% | 4 | 0% | 4.1µM* | 2% | 11
- Cc1ccc(C(=O)NC(=S)Nc2ccc(S(=O)(=O)N3CCN(C)CC3)cc2)cc1
    u | u | 26* | 4% | u | -14% | 18
- C=CCn1c(=O)c2c(nc(Br)n2Cc2ccccc2Cl)n(C)c1=O
    -5% | 12µM* | -2 | -1% | u | 3% | -16
- Cc1cc(C)c(OCC(=O)N(Cc2ccc(N(C)C)cc2)C2CCS(=O)(=O)C2)c(C)c1 (configuration not stated)
    11% | u | 2 | 3% | u | -7% | -9
- O=C(CN(CC1CCCO1)S(=O)(=O)c1ccc(S(=O)(=O)NC2CC2)cc1)Nc1ccccc1 (configuration not stated)
    -11%&-6% | 1% | -1 | 5% | -13% | -18% | -6
- COc1cc(OC)c2c(c1)OC(=O)CC2c1cc(OC)c(OC)c(OC)c1 (configuration not stated)
    11% | x | 2 | x | x | 4% | i
- CN(C)CCCNC1=CC(=O)CC(c2ccccc2)C1 (configuration not stated)
    3% | -24% | -10 | -10% | -8% | 3% | -19
- O=C(Nc1ccccc1Oc1ccccc1)C1=COCCO1
    2% | -24% | 7 | -6% | -26% | 3% | -4
- O=C(C(c1ccccc1)c1ccccc1)N1CCCc2ccccc21
    -17% | -110% | 30* | 5% | u | -10% | 119*
- CCN(CC)S(=O)(=O)c1cccc(NC2=NCC(C)S2)c1 (configuration not stated)
    u | 3% | 12 | 0% | -26% | 1% | 42

Not a retest: two of the compounds above.
Results follow in this order: HCV inh | Pf growth 96h | CHX counter | LmPK inh | Pf growth 48h | Tb PYK inh | Shiga toxin inh
- Cc1ccc(NC(=O)C2CCN(c3cnccn3)CC2)cc1C
    16% | 14% | -1 | 0% | -13% | 2% | -11
- N#CCCN1CCN(C(=O)c2c(N)no[n+]2[O-])CC1
    5% | u | -1 | 2% | 5% | 2% | -3

Arranged by molecular weight (ascending): part of the list above
Results follow in this order: HCV inh | Pf growth 96h | CHX counter | LmPK inh | Pf growth 48h | Tb PYK inh | Shiga toxin inh
- O=C(O)c1ccccc1-n1cnnn1
    8% | 1% | 1 | -1% | 1% | 0% | 5
- O=C(NCc1ccc(N2CCCC2=O)cc1)Nc1cccc(Cl)c1
    u | -18% | 3 | 8% | -2% | 6% | -11
- CCC1=NN(C(=O)c2cccc([N+](=O)[O-])c2)C(O)(c2ccc(C)cc2)C1 (configuration not stated)
    -9% | -24% | 4 | 0% | 4.1µM* | 2% | 11

Next records.
Results follow in this order: HCV inh | Pf growth 96h | CHX counter | LmPK inh | Pf growth 48h | Tb PYK inh | Shiga toxin inh
- O=C(Nc1cccnc1)Nc1cccc(F)c1
    18% | u | 18* | 0% | 6% | 4% | 21
- O=C(NCC(c1ccco1)N1CCc2ccccc2C1)c1ccccc1 (configuration not stated)
    -11% | 55%[activator] | x | x | -10% | -10% | x
- CC1Cc2cc(/C(O)=C3/C(=O)C(=O)N(CCN4CCOCC4)C3c3cccc(Cl)c3)ccc2O1 (configuration not stated)
    8% | -10% | -1 | 9% | u | 0% | 66
- O=C1CN(c2ccc(Br)cc2)C(=O)N1CC(=O)N1CCCc2ccccc21
    -24% | u | 13 | 2% | 21% | -4% | 25
- CCC(C(=O)NC1CCCC1)n1nc(C)n2c(cc3occc32)c1=O (configuration not stated)
    -22% | -2% | 2 | 10% | -9% | -4% | -3
- CCCN(CC(=O)Nc1ccccc1C)C(=O)C1CC(=O)N(c2ccccc2C(C)CC)C1 (configuration not stated)
    u | u | x | x | u | -5% | x
- O=C(O)c1sccc1Oc1ccc(F)cc1[N+](=O)[O-]
    9% | x | 13 | 4% | -12% | -6% | -9
- Cc1cc(=O)n2cc(-c3ccccc3)nc2[nH]1
    7% | 17% | 22* | -12% | 19% | x | 0
- COc1ccc(-n2ncc3c(NCc4ccc5c(c4)OCO5)ncnc32)cc1
    -10% | 67%[activator] | 25* | 2% | 99%[activator] | 3% | 27*
- CCCCCNC1=CC(=O)CC(c2ccccc2)C1 (configuration not stated)
    -13% | 0% | -3 | -1% | u | 8% | -2
- CC(=O)c1ccc(N2CCN(CC(=O)Nc3cc(C)on3)CC2)cc1
    -1% | 33%[activator] | 17 | 0% | 2% | -13% | 10
- C/C(=N\NC(=O)CCc1c[nH]c2ccccc12)c1ccc([N+](=O)[O-])cc1
    -25% | 31%[activator] | -4 | 5% | -11% | -6% | 13
- CCCc1nnc(NC(=O)CN2C(=O)C3C4C=CC(C4)C3C2=O)s1 (configuration not stated)
    24% | u | -4 | 1% | -12% | -1% | 19
- CCOc1ccccc1N1CCN(C(=O)NC(C)c2ccc(F)c(F)c2)CC1 (configuration not stated)
    -25% | -25% | 5 | 1% | u | -4% | -8
- COC(=O)c1ccc(Nc2ccc3nonc3c2[N+](=O)[O-])cc1
    21% | 14% | -6 | 4% | 7% | 0% | x
- CCOC(=O)c1ccc(NC(=O)CCc2c(C)nc3ncnn3c2C)cc1
    u | 13% | -1 | 2% | u | -1% | 20
- C=C1C(=O)O[C@@H]2C[C@@H](C)[C@H]3C=CC(=O)[C@]3(O)C[C@@H]12
    15% | u | 14* | 1% | u | -2% | 29
- CCN(Cc1ccccc1)S(=O)(=O)c1ccc(OC)cc1
    13% | u | -1 | -1% | u | 2% | -17
- CNC(=O)c1cc2c(s1)CCCCCC2
    26% | 3% | 7 | -4% | -10% | -3% | 7

Looked up by structure from the list above (5):
Results follow in this order: HCV inh | Pf growth 96h | CHX counter | LmPK inh | Pf growth 48h | Tb PYK inh | Shiga toxin inh
- CCN(Cc1ccccc1)S(=O)(=O)c1ccc(OC)cc1
    13% | u | -1 | -1% | u | 2% | -17
- Cc1cc(=O)n2cc(-c3ccccc3)nc2[nH]1
    7% | 17% | 22* | -12% | 19% | x | 0
- C/C(=N\NC(=O)CCc1c[nH]c2ccccc12)c1ccc([N+](=O)[O-])cc1
    -25% | 31%[activator] | -4 | 5% | -11% | -6% | 13
- O=C(O)c1sccc1Oc1ccc(F)cc1[N+](=O)[O-]
    9% | x | 13 | 4% | -12% | -6% | -9
- CNC(=O)c1cc2c(s1)CCCCCC2
    26% | 3% | 7 | -4% | -10% | -3% | 7
